From PubChem
Pemphigus Ab inh: inhibitors of pemphigus antibody binding to human desmoglein-3; P32926; DSG3-coupled beads, scFv-anti-DSG3-GFP binding, flow cytometry; hits give low values; binding (percent of control), % at 10 µM; actives 0.48% (n = 310,000);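 active = binding more than 3 SD below its plate's average and above zero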;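 also: hits lower antibody fragment binding to DSG3; some compounds called inactive have numbers as strong as hits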
Target sequence (P32926 whole entry, looked up, the tested form may be a part): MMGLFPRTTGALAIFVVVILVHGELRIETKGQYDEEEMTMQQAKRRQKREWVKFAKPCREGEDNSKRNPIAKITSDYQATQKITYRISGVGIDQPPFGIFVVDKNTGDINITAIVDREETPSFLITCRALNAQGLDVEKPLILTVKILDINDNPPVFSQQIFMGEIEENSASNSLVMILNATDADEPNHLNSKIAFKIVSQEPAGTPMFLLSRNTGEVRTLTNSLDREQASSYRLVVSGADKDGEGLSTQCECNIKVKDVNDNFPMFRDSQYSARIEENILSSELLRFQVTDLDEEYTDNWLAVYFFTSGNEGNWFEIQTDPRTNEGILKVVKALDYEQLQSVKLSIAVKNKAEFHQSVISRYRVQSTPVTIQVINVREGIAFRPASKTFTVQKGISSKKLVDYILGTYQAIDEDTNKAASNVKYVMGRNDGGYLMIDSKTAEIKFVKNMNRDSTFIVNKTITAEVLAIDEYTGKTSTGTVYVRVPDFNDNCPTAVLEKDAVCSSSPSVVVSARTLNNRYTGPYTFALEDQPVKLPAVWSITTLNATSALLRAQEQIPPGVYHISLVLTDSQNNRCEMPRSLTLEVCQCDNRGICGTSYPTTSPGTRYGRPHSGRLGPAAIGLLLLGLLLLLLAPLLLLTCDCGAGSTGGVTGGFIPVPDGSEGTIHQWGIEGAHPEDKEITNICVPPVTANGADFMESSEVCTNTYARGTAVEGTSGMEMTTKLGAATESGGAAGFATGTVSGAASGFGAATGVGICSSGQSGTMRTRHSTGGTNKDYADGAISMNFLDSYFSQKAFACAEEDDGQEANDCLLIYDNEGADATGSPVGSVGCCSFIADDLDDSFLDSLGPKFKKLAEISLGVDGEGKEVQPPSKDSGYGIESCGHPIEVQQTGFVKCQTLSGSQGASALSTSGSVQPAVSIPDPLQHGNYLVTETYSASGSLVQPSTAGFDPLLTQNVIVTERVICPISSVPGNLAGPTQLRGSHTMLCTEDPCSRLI
HTR5A ag ctr: activates human HTR5A in OPRM1-OPRD1 agonist counter-screen; P47898; actives 0.61% (n = 340,000); activation, % at 9.3 µM; HTR5A agonist assay, luminescence, cell-based; in the data active = activation mostly above about 9.5%, no sharp cut-off; inactive = mostly below about 7.6%;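 also: 0% = cells with vehicle only and 100% = reference agonist; strong numbers were not always called active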
Mot1-301 SUMO: inhibitors of SUMOylation pathway: yeast Mot1-301 growth rescue; S. cerevisiae Mot1-301 growth rescue, ATP luminescence, 38.5C; percent above DMSO median, 100 means doubled; growth rescue, % at 18.8 µM; actives 1% (n = 320,000); AID 2716;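 active = every valid replicate shows activation above 250% relative to neutral control wells; inactive = the rest, any valid replicate at or below 250%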;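 also: OY570 slx delta 5 strain wells were the positive control but not used for scaling; some compounds called inactive have numbers as strong as hits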
PKA-R1A act: activates the PKA-R1A holoenzyme complex; P00514+P68181; PKA-R1A dissociation, Cy5-IP20 fluorescence polarization; scaled: DMSO 0%, 113 µM cGMP 100%; activation, % at 11.4 µM; actives 0.083% (n = 340,000); AID 504707;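 active = percent activation above the mean of all tested compounds plus 3 SD, cut at about 19% in these data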;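 also: higher means more PKAc released from R1A so a rise in polarization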
PfHsp90 set2: reduces growth (ATP signal) of yeast expressing P. falciparum Hsp90. S. cerevisiae expressing PfHsp90, BacTiter-Glo ATP, 48 h; yeast lacking PDR1 and PDR3 efflux regulators. inhibition, % at 9.4 µM. actives 0.32% (n = 310,000);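 active = every replicate shows inhibition above about 80%, whatever the replicate mean, limit read from the data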;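 also: 0% = DMSO neutral controls and 100% = 20 µM radicicol positive controls; yeast relying on Plasmodium falciparum Hsp90 in place of its own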
HTR5A inv ctr: inverse agonist of human HTR5A in OPRM1-OPRD1 counter-screen. HTR5A cell line, luminescence, inverse agonism. AID 504634. inhibition, % at 9.3 µM. actives 0.083% (n = 340,000). P47898; in the data active = inhibition mostly above about 23%, no sharp cut-off; inactive = mostly below about 18%;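 also: 0% = cells with DMSO and 100% = no-cell wells with DMSO; some compounds called inactive have numbers as strong as hits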
phage Ecoli inh: E. coli growth loss with phage present. growth absorbance. actives 0.26% (n = 360,000). inhibition, % at 11.9 µM. AID 651602; in the data active = inhibition above about 11%
OPRM1-OPRD1 ag: OPRM1-OPRD1 heterodimerization agonism; P35372+P41143; cells, luminescence; activation, % at 9.3 µM; actives 0.3% (n = 340,000); in the data active = activation above about 18%;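 also: 0% = vehicle-treated cells and 100% = reference agonist; values of inactives mirror those of a sister screen read the other way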
AddAB inh: less growth of phage-infected E. coli with AddAB; E. coli expressing H. pylori AddAB, absorbance growth; inhibition, % at 11.9 µM; actives 0.29% (n = 330,000); AID 435030; in the data active = inhibition above about 12%;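 also: 0% = vehicle wells of infected cells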
MOR-DOR inv ag: mu-delta opioid heterodimer inverse agonism; inhibition, % at 9.3 µM; AID 504357; actives 0.21% (n = 340,000); cell-based MOR-DOR heterodimer luminescence; P35372+P41143; in the data active = inhibition above about 22%, passing the limit was not always enough;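 also: 0% = cells with DMSO and 100% = wells without cells with DMSO; values of inactives mirror those of a sister screen read the other way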
E coli growth: counter-screen for AddAB inhibitors: E. coli growth inhibition. inhibition, % at 11.9 µM. E. coli V3065 growth, OD600 absorbance, 18 h. actives 0.27% (n = 330,000). AID 449728;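 active = inhibition above the campaign's mean inhibition across all tested compounds plus 3 SD, cut at about 9.9% in these data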;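 also: uninfected addAB+ strain grown without phage in ampicillin broth; 0% = DMSO wells and 100% = ciprofloxacin 0.95 µg/ml wells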
* = called active by the depositor; . = not tested or not shown.

No.	compound	MOR-DOR inv ag	HTR5A ag ctr	OPRM1-OPRD1 ag	PfHsp90 set2	PKA-R1A act	phage Ecoli inh	Pemphigus Ab inh	E coli growth	Mot1-301 SUMO	AddAB inh	HTR5A inv ctr
1	Cc1cc(C)cc(C(=O)Nc2ccc(N3CCN(S(C)(=O)=O)CC3)cc2)c1	12	2	-2.4	4	-12	1.6	98	-0.9	7	3.4	-7
2	CC(=O)Nc1ccc(S(=O)(=O)N(C)CC(=O)OCC(=O)N2CCCCCC2)cc1	10	0	-1.4	-5	0	2.5	99	0.2	-1	0.2	0
3	O=C(CN1CCN(c2ccc(F)cc2)CC1)OCc1ccccc1	2	-2	-0.5	6	-2	3.2	100	1.6	500	3.2	0
4	COc1ccc2c(c1)cc(C(=O)O)n2C	7	1	-1.3	.	6	2.2	95	-1.5	-9	0.5	-2
5	Cc1cccc(NC(=O)C2CCCN2C(=O)OCC(C)C)c1C (centres undefined)	12	0	-2.5	.	-8	3.0	97	-1.4	-2	-3.1	0
6	Cc1ccc(OCCCN2CCOCC2)cc1	-14	6	2.6	17	-7	3.7	112	-0.2	39	3.0	16
7	O=C(NCCSc1ccc(Br)cc1)c1ccc2nc[nH]c2c1	8	10	-1.5	-2	5	0.2	119	-0.6	-4	2.3	11
8	CCC(C(=O)N1CCOCC1)n1nc(C)c2c(C)n(-c3ccccc3)nc2c1=O (centres undefined)	12	1	-2.4	-11	7	0.2	99	-0.9	115	3.0	5
9	COc1ccc(NC(=O)c2onc(C)c2Cl)cc1OC	9	1	-1.7	0	-28	0.7	105	1.0	3	1.2	-2
10	CC12CCC(C(=O)N(NC(=O)c3ccccc3O)C1=O)C2(C)C (centres undefined)	-5	-1	0.9	15	-8	6.5	100	1.2	-27	3.2	3
11	COc1ccc(NS(=O)(=O)/C=C/c2ccc(OC)c(OC)c2)cc1	15	2	-3.0	-1	-2	4.8	111	-0.2	130	4.8	-3
12	Cn1cccc1-c1cc(C(=O)O)[nH]n1	4	1	-0.7	.	-5	3.4	.	0.3	220	3.2	-3
13	O=C(Nc1ccc2c(c1)C(=O)N(CC1CCCO1)C2=O)c1ccccc1Br (centres undefined)	-1	5	0.2	-21	5	-0.5	101	1.7	2	4.0	-7
14	O=C(NCc1ccccn1)c1cccc(S(=O)(=O)Nc2ccccc2Cl)c1	9	-5	-2.2	-8	-6	0.6	112	0.9	-7	1.3	12
15	CC1CC(C)CN(C(=O)CCNS(=O)(=O)c2ccc3c(c2)CCC(=O)N3)C1 (centres undefined)	6	-1	-1.1	-15	8	2.0	116	-1.0	-22	2.0	-16
16	CCCn1nc(C(=O)Nc2ccc(S(=O)(=O)Nc3ncccn3)cc2)c2ccccc2c1=O	2	3	-0.4	-6	-8	2.5	97	0.9	-4	0.5	-8
17	NS(=O)(=O)c1ccc(CCNC(=O)c2ccc([N+](=O)[O-])cc2[N+](=O)[O-])cc1	-29	3	6.0	12	4	2.6	116	1.4	2	1.6	-7
18	COc1ccc(-c2noc(N3CCC(C(=O)Nc4ccc(OC)c(OC)c4)CC3)n2)cc1	-12	1	2.1	-16	0	0.5	78	1.1	-2	0.5	-35
19	Cc1cc(-c2nc3ncccc3o2)ccc1N	5	1	-1.0	-9	-12	2.4	110	-1.6	-13	-0.7	-4
20	CCN(CC(=O)Nc1ccc(NC(C)=O)cc1)C(=O)c1cc(CN2C(=O)c3ccccc3C2=O)ccc1OC	17	-1	-3.4	.	-11	1.4	103	1.7	3	5.3	2
21	Nc1nc(Oc2ccc(F)cc2)c(Br)c(=O)[nH]1	3	1	-0.6	-1	-3	3.2	105	0.8	-4	1.8	-3
22	N=C1/C(=C/c2ccc(Br)o2)C(=O)N=C2SC(CC(=O)N3CCCC3)=NN12	14	-3	-2.8	13	2	0.0	.	1.2	-4	1.6	11
23	Cc1ccccc1NC(=O)c1cnn(-c2ccccc2)c1C	2	7	-0.5	13	-5	1.0	114	-3.0	137	0.9	-14
24	COc1cc(OC)cc(C(=O)NC(C(=O)NCc2ccccn2)C(C)C)c1 (centres undefined)	4	3	-0.9	-31	4	0.0	101	0.7	39	-2.0	-9
25	O=C(c1ccc(OC2CCN(CCc3ccccc3)CC2)cc1)N1CCCC1	3	3	-0.5	-14	5	0.6	142	1.1	608*	-0.4	17

Ordered by molar mass (rising): 3 of the compounds above.
No.	compound	MOR-DOR inv ag	HTR5A ag ctr	OPRM1-OPRD1 ag	PfHsp90 set2	PKA-R1A act	phage Ecoli inh	Pemphigus Ab inh	E coli growth	Mot1-301 SUMO	AddAB inh	HTR5A inv ctr
23	Cc1ccccc1NC(=O)c1cnn(-c2ccccc2)c1C	2	7	-0.5	13	-5	1.0	114	-3.0	137	0.9	-14
10	CC12CCC(C(=O)N(NC(=O)c3ccccc3O)C1=O)C2(C)C (centres undefined)	-5	-1	0.9	15	-8	6.5	100	1.2	-27	3.2	3
18	COc1ccc(-c2noc(N3CCC(C(=O)Nc4ccc(OC)c(OC)c4)CC3)n2)cc1	-12	1	2.1	-16	0	0.5	78	1.1	-2	0.5	-35

(cont.)
No.	compound	MOR-DOR inv ag	HTR5A ag ctr	OPRM1-OPRD1 ag	PfHsp90 set2	PKA-R1A act	phage Ecoli inh	Pemphigus Ab inh	E coli growth	Mot1-301 SUMO	AddAB inh	HTR5A inv ctr
26	Cc1cc(NC(=O)CSCC(=O)Nc2cc(C(F)(F)F)ccc2N2CCCCC2)no1	4	-7	-0.7	-16	-1	2.1	114	.	.	.	17
27	CN(CC(=O)Nc1ccc(F)c(Cl)c1)S(=O)(=O)c1ccc2c(c1)n(C)c(=O)c(=O)n2C	13	-4	-2.5	-8	-5	2.2	91	-2.1	-13	-1.1	15
28	OC(COc1ccc2c(c1)OCO2)CN1CCN(c2ccc(F)cc2)CC1 (centres undefined)	8	0	-1.3	.	-15	1.8	82	-1.4	-8	-1.1	-5
29	CCc1nnc(NS(=O)(=O)c2ccc(NC(=O)c3ccc(Cl)cc3)cc2)s1	5	9	-0.9	16	7	2.3	97	0.2	1	2.7	2
30	Cc1ccc(OCc2cc(C(=O)NCc3cnn(-c4cccc(F)c4)c3)no2)cn1	1	2	-0.1	-15	4	-1.0	.	-0.6	-11	-0.5	-8
31	CC(C)C1N(C(N)=S)N=CC1(C)C (centres undefined)	-1	1	0.2	-5	8	0.1	104	1.5	1	3.5	-6
32	Cc1cccc(-n2ncc3c(Nc4ccc(F)cc4)ncnc32)c1	-52	6	9.4	-2	2	1.8	100	-2.4	-23	-3.7	-16
33	O=C(Nc1ccc(C(=O)O)cc1)/C(=C\c1ccc2c(c1)OCO2)NC(=O)c1ccc(Br)o1	0	4	0.0	-3	2	3.2	103	-0.8	-15	-0.5	-9
34	Cc1cn(S(=O)(=O)c2ccc(Cl)cc2)c(C)n1	8	1	-1.6	4	0	2.4	100	2.4	-8	2.4	8
35	Cc1ccccc1CS(=O)(=O)c1ncc(Cl)c(C(=O)Nc2ccc(F)cc2)n1	3	1	-0.7	114*	-14	0.5	140	0.1	316*	0.6	-5
36	COc1ccc(C23NCCN2C(=O)c2ccccc23)cc1 (centres undefined)	12	1	-2.2	-8	-8	2.9	95	-2.7	-6	-2.4	-4
37	Cc1[nH]c2ccccc2c1CCN(Cc1cccnc1)C(=S)Nc1cccc(F)c1	5	0	-1.1	7	7	1.4	.	-3.6	22	-1.4	-2
38	O=C(Cc1cccc2ccccc12)N/N=C/C=C/c1cccc([N+](=O)[O-])c1	-26	8	4.2	-1	-1	2.2	95	-1.0	13	0.1	0
39	Fc1ccc(-c2nnc3sc(C4COc5ccccc5O4)nn23)cc1 (centres undefined)	10	2	-1.8	-25	-6	0.7	95	2.8	-8	3.1	-7
40	Cc1ccc(C(=O)N(C)CCOc2ccccc2)cc1S(=O)(=O)N1CCOCC1	7	4	-1.7	12	5	1.2	96	3.3	0	-0.2	-11
41	c1ccc(Oc2cccc(NC3=NCCC3)c2)cc1	7	-2	-1.2	1	-5	1.4	114	-1.5	8	-1.3	-9
42	COc1ccc(NC(=O)c2cc(S(=O)(=O)N3CCOCC3)ccc2N2CCOCC2)cc1	7	1	-1.3	4	1	1.9	.	1.1	-2	2.9	9
43	COc1ccc([C@H]2CC(=O)C=C(c3ccccc3Oc3ccccc3)C2)cc1	-9	-3	1.5	41	5	-0.8	108	0.7	14	2.5	10
44	Cc1ccc(OCc2ccc(C(=O)NCC3CCCO3)cc2)cc1 (centres undefined)	5	-3	-0.7	-38	5	4.8	99	-0.3	10	2.5	2
45	COc1ccc(C2CC(=O)Oc3cc(C)c(Cl)c(C)c32)cc1 (centres undefined)	-7	-1	1.4	-43	0	2.0	103	-0.5	.	1.9	5
46	CCc1ccc(N2C(=O)C3C(C2=O)N2CCCN2C3c2ccccc2)cc1 (centres undefined)	16	0	-3.2	-5	-3	-0.9	113	-1.7	-9	-1.0	-12
47	CC(C)(C)c1ccccc1NC(=S)NC1CCCCC1	-3	6	0.7	-12	-5	3.0	.	0.8	8	1.1	-19
48	Cc1ccc(C(=O)OCC(=O)Nc2ccc(N(C)C)cc2)cc1NC(=O)c1ccco1	2	-3	-0.4	-3	-5	3.2	.	-0.6	-4	0.8	3
49	C=CCn1c(SCc2ccccc2)nc2c1c(=O)[nH]c(=O)n2C	13	-5	-2.7	20	0	0.8	117	0.2	14	1.5	17
50	CCOC(=O)/C(=N\Nc1cc(Cl)ccc1Cl)N1CC(C)OC(C)C1 (centres undefined)	3	-2	-0.6	-53	-4	2.9	91	0.5	123	4.9	6
51	COc1ccc2[nH]c(=O)c(CN(C(=O)C3CCCO3)c3ccc(C)cc3)cc2c1 (centres undefined)	17	-3	-4.0	9	11	2.5	100	-1.8	1	3.7	1
